From PubChem BioAssay
HT1080 IDH1KD tx: kills HT-1080 cells with IDH1 knockdown; 360,000 tested, 2% active; AID 686971; Potency, µM (top dose mostly 46.1 µM), without a hit: top-dose activity, negative = toxicity, usual class: cytotoxic; HT-1080 IDH1 knockdown viability, ATP luminescence, 48 h;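 also: 0% = DMSO wells and -100% = cell-free medium wells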
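Viability of IDH1-knockdown HT-1080 fibrosarcoma cells was assessed by CellTiter-Glo after 48 h at 37 °C with titrated compound; concentration-effect curves were classified by fit quality and response size.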
GLP1R inv ag: GLP-1 receptor (human) inverse agonism; P43220; HEK293 GLP-1R CRE-luciferase, luminescence, 24 h; GLP-1R form is constitutively active; Potency, µM (highest dose often 38.3 µM), inactives show at the top dose activity change, negative = inhibition, hits mostly inhibitors; 410,000 tested, 1.6% active; AID 624417; also: % is scaled to controls: 0 for no effect and ±100 for the full control effect; nearly all actives have a fitted effect of over 55% in size
Target sequence (P43220 whole entry, looked up): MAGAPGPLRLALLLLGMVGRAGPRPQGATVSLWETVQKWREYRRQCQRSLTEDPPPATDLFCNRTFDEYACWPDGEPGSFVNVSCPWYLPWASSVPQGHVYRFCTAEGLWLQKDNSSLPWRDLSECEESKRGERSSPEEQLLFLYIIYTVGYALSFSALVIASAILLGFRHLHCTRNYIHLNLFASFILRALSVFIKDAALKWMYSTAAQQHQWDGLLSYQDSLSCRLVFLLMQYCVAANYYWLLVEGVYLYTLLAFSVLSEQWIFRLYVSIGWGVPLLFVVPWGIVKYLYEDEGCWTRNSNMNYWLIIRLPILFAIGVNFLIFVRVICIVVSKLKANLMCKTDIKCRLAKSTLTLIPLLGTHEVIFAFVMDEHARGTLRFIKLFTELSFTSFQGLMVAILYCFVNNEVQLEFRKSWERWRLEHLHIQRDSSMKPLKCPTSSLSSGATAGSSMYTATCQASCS
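Seeding at 200 cells/uL, 12 h culture, 24 hr compound treatment, then luciferase reagent and a luminescence read; cells are HEK293 stably expressing a constitutively active GLP-1R plus cAMP-responsive luciferase.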
KB-3-1 cytotox: kills parental KB-3-1 adenocarcinoma cells. 400,000 tested, 1.4% active. KB-3-1 viability, CellTiter-Glo ATP luminescence, 72 h. Potency, µM (top dose mostly 46.1 µM), without a hit: at the top dose activity change, negative = cytotoxic, usual class: cytotoxic; also: % is scaled to controls: 0 for no effect and ±100 for the full control effect; nearly all actives have a fitted effect of over 60% in size
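Luminescent ATP read-out (CellTiter-Glo) measures survival of drug-naive KB-3-1 cells after 72 h compound exposure at 37 °C. Titration series was screened from lowest to highest concentration, with DMSO vehicle plates as background controls.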
HT1080NT lethal: kills 2HG-producing HT-1080-NT fibrosarcoma cells; HT-1080-NT fibrosarcoma viability, CellTiter-Glo ATP luminescence, 48 h; Potency, µM (series often up to 46.1 µM), inactives show at the top dose activity, negative = less viability, actives largely listed as cytotoxic; 360,000 tested, 1.6% active; AID 686970;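 also: NT is the 2HG producing partner of a matched IDH1 knockdown line; 0% = DMSO-treated cells and -100% = media-only wells without cells; nearly all actives have a fitted effect of over 55% in size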
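HT-1080-NT; 750 cells/well; 5% FBS RPMI; 48 h compound, 37 degrees C; CellTiter-Glo luminescence; curve fitting and curve-class assignment.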
SW480 rereplic: inducers of DNA re-replication in SW480 colon cancer cells; SW480 DNA re-replication, Hoechst DNA content imaging, 48 h; Potency, µM (highest dose often 46.1 µM), for the others: top-dose re-replication activation, most hits filed as activators; 340,000 tested, 1.8% active; AID 624297; also: % of control where 0% means no effect; nearly all actives have a fitted effect of over 55% in size
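Image-based read-out: total Hoechst fluorescence of nuclei (405 nm excitation, 500-530 nm emission), with hits raising the fraction of high-intensity nuclei. SW480 colon cells incubated 48 hr with compounds at 37 C.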
KB-V1 MDR tox: KB-V1 MDR subline cytotoxicity; 400,000 tested, 3.4% active; Potency, µM (top dose mostly 46.1 µM), for the others: top-dose activity change, negative = cytotoxicity, most hits filed as cytotoxic; KB-V1 MDR cells viability, CellTiter-Glo, 72 h; AID 1347076; also: % is scaled to controls: 0 for no effect and ±100 for the full control effect; nearly all actives have a fitted effect of over 60% in size
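Readout: CellTiter-Glo luminescence, 10 min after addition. Cells: KB-V1 MDR subline, 72 h at 37 degrees C with compound. Analysis: corrected, normalized data fitted to concentration-effect curves.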
TDP-43 yeast inh: rescues yeast growth from TDP-43 toxicity | TDP-43 expressing yeast growth rescue, BacTiter-Glo, 24 h | Potency, µM (doses to about 46.1 µM), for the others: at the top dose growth rescue (activation), hits mostly activators | 410,000 tested, 1.8% active | AID 652104; also: % of control where 0% means no effect; nearly all actives have a fitted effect of over 50% in size
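Cell-based yeast growth screen: TDP-43 expression induced in galactose, inoculum OD600=0.02 after raffinose pregrowth to mid-log. Read-out BacTiter-Glo luminescence at 24 hr, 30 deg C; inhibition of toxicity seen as signal increase.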
GLP-1R agonist: GLP-1 receptor (human) agonism. HEK293 GLP-1R CRE-luciferase, luminescence, 4-6 h; cells express a hypersensitive GLP-1R form. Potency, µM (series often up to 45.6 µM), inactives show at the top dose activation, most hits filed as activators. 380,000 tested, 0.007% active. AID 624172; also: % of control where 0% means no effect
GLP1R cytotox: cytotoxicity in counter-screen for GLP-1R inverse agonists; HEK293 cAMP-luciferase reporter cells, luminescence, 24 h; Potency, µM (doses to about 38.3 µM), for the others: at the top dose activity change, negative = inhibition, hits mostly inhibitors; 410,000 tested, 0.13% active;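 also: loss of luciferase light is scored as toxicity; % is scaled to controls: 0 for no effect and ±100 for the full control effect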
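1536-well qHTS counterscreen of the MLSMR; 200 cells/uL, 12 h pre-incubation, 23 nL cpd, 24 h at 37 deg C 5% CO2, luciferase detection reagent, 12 min RT, luminescence. Inhibition = undesired.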
Active calls of the source: *; ? = inconclusive; · = no result given; & = joins results of further samples; [ ] = remark or other dose. Calls follow the shape of the dose curve; as a rule, active = well fitted curve in the direction sought with a large enough effect; inconclusive = small, poorly fitted or top-dose-only effect, or another doubt; inactive = no such curve, though single readings can be large; an effect the other way counts as inactive or inconclusive. Potency is read from the fitted curve at half-maximal effect.

SMILES	HT1080 IDH1KD tx	GLP1R inv ag	KB-3-1 cytotox	HT1080NT lethal	SW480 rereplic	KB-V1 MDR tox	TDP-43 yeast inh	GLP-1R agonist	GLP1R cytotox
CC1(C)Oc2ccc3ccc(=O)oc3c2/C(=C/NNC(N)=O)C1=O	16%	46%[activator]	0%	1%	-12%	?	1%	18%	3%
CC(C)(C)C1=NN(c2ccc([N+](=O)[O-])cc2)C(c2ccccc2)C1 (configuration not stated)	-24%	?	23%	-18%	7%	6%	-8%[0.397 µM]	8%	1%
CC1(c2nnc(-c3cccc(Cl)c3)o2)CC(c2ccccc2Br)=NO1 (configuration not stated)	-4%	-7%	-12%	11%	-4%	0%	5%	2%	6%
Cc1ccc(S(=O)(=O)N2CCOCC2)cc1NC(=O)CSc1ncccn1	22%	11%	-1%	10%	-6%	0%	26%	-30%	10%
Cc1nn(-c2ncc(C(F)(F)F)cc2Cl)c(=O)n1-c1ccccc1	-5%	11%	19%	-3%	-6%	5%	-4%	-1%	24%
O=C(NCCN1CCOCC1)c1ccc(CS(=O)(=O)c2c(Cl)cccc2Cl)o1	17%	12%	6%	10%	1%	-4%	18%	-3%	1%
COc1ccc2oc(=O)c(C(=O)OCc3ccccc3)cc2c1	2%	14%	13%	2%	-5%	-2%	?	13%	4%
COc1cccc(NC(=O)C2CC(=O)N(c3ccc(Br)cc3)C2)c1 (configuration not stated)	·	-15%	3%	·	·	16%	3%	11%	-1%
COCCCNC(=O)CC1C[C@H](C(=O)N2CCOCC2)[C@@]2(C)c3[nH]c4ccccc4c3CCN2C1=O (some centres not stated)	8%	6%	0%	1%	18%	0%	16%	-1%	4%
Cc1cccc(COCC(Cc2ccccc2)N2CCN(C(=O)c3cccc(C)c3)CCC2=O)c1 (configuration not stated)	-8%	?	0%	-6%	?	-11%	?	7%	-12%
COc1ccccc1NC(=O)Cn1nc2c3cc(F)ccc3n(Cc3cccc(C)c3)cc-2c1=O	·	-9%	-1%	·	·	3%	15%	·	14%
CCCCNC(=S)N1CCN(c2ccc(C(C)=O)cc2)CC1	-6%	?	-17%	-3%	5%	-2%	22%	-6%	8%
CCC(C)(C)n1nnnc1C(c1ccc(OC)c(OC)c1)N1CCN(C(=O)c2ccco2)CC1 (configuration not stated)	-12%	4%	-2%	-16%	4%	-29%	5%	3%	6%
COc1cccc(OC)c1C(=O)NC(=S)Nc1cccc(NC(=O)c2ccco2)c1	3%	1%[7.66 µM]	11%	-3%	0%	13%	8%[9.22 µM]	15%	-1%[7.66 µM]
CC(C)NC(=O)c1ccccc1NC(=O)c1ccccc1N(C)S(C)(=O)=O	-4%	7%	-3%	6%	-2%	2%	-18%	-6%	-1%
COc1ccc2c(CNCc3cccs3)c(C(=O)O)n(Cc3ccccc3F)c2c1	·	-32%	-4%	·	·	15%	15%	·	-5%
Cc1ccc(-c2nc(N)sc2C)cc1	7%	7%	-3%	2%	-18%	12%	17%	40%	5%
Cc1ccc(S(=O)(=O)NCc2c(-c3ccccc3)c3cc(Cl)ccc3[nH]c2=O)cc1	-10%	8%	-6%	-15%	3%	-34%	20%	-4%	12%
Cc1nc2ccccc2n1CCc1nc2c3ccccc3nc(SCc3cccc(F)c3)n2n1	·	1%	12%	·	·	8%	13%	·	2%
CCCNC(=O)NC(=O)CN1C(=O)NC(C)(c2ccc(C)cc2)C1=O (configuration not stated)	-27%	15%	0%	-3%	0%	-17%	-9%	-9%	0%
CCc1nc2ccc(C(=O)N3CCN(C(=O)c4ccco4)CC3)cn2c1N(C)C(=O)COc1ccccc1	?	17%	7%	0%	·	-17%	-6%	5%	2%
CCCNC(=O)CSc1nccn1Cc1ccc(OC)cc1	13%	11%	10%	16%	-2%	-23%	-10%	5%	-4%
CCOC(=O)c1sc(NC(=O)C(C)C)c(C#N)c1C	-6%	9%	12%	-2%	0%	-27%	-7%	-1%	-5%
CCCNC(=O)C1(C)CCCN(Cc2cccc(C#N)c2)C1 (configuration not stated)	?	?	0%	3%	·	-2%	7%	-3%	5%
COc1ccc(NC(=O)C2CCCN(S(=O)(=O)c3ccc(-n4cnnn4)cc3)C2)cc1 (configuration not stated)	?	15%	-16%	-23%	?	-10%	-1%	11%	-10%

Overlap with the part before: two compounds; new compounds follow.
SMILES	HT1080 IDH1KD tx	GLP1R inv ag	KB-3-1 cytotox	HT1080NT lethal	SW480 rereplic	KB-V1 MDR tox	TDP-43 yeast inh	GLP-1R agonist	GLP1R cytotox
CCCNC(=O)C1(C)CCCN(Cc2cccc(C#N)c2)C1 (configuration not stated)	?	?	0%	3%	·	-2%	7%	-3%	5%
COc1ccc(NC(=O)C2CCCN(S(=O)(=O)c3ccc(-n4cnnn4)cc3)C2)cc1 (configuration not stated)	?	15%	-16%	-23%	?	-10%	-1%	11%	-10%
C/C(Cc1ccccc1)=N\NC(=O)CNC(=O)c1ccc(F)cc1	9%	-8%	0%	29%	-3%	?	2%	-3%	-5%
N#CC1=C(N)N(c2ncn[nH]2)C2=C(C(=O)CCC2)C1c1ccccc1 (configuration not stated)	16%	7%	15%	?	-20%	0%	0%	-3%	4%
Cc1ccc(C(=O)C2=C(O)C(=O)N(c3ncccn3)C2c2ccc(Cl)cc2)o1 (configuration not stated)	0%[9.24 µM]	2%	-16%	7%	-4%	-12%	14%	-10%	-3%
O=C(OCC(=O)N1CCN(C(=O)c2ccco2)CC1)c1cncc(Br)c1	4%	14%	10%	6%	-25%	15%	0%	-8%	-17%
Fc1ccc(Cn2nnc(-c3ccc(Cl)cc3)n2)cc1	24%	8%	-10%	26%	-2%	0%	7%	1%	-6%
Cc1cc(C)c(C#N)c(N2CCN(Cc3ccc4c(c3)OCO4)CC2)n1	0%	?	15%	-1%	1%	?	-12%	3%	1%
CCC(NC(=O)CC[C@H]1O[C@@H](n2cc(C)c(=O)[nH]c2=O)C[C@@H]1O)c1ccccc1 (some centres not stated)	8%	2%	0%	3%	0%	0%	17%	-2%	7%
Cn1c2nc(=O)n(-c3ccccc3)c(=O)c-2nc2c1CCCC2	-13%	-8%	-2%	-11%	·	7%	4%	-3%	125%[activator]
CCC1CCCCN1CCCNC(=O)c1ccc2c(c1)NC(=O)CN2C (configuration not stated)	5%	11%	25%	13%	-5%	?	9%	-3%	-14%
CCCCNC(=O)Cn1cnc2sc(C)c(S(=O)(=O)N3CCN(c4ccccc4OC)CC3)c2c1=O	9%	-2%&4%	1%&8%	0%	0%	3%&0%	2%&12%	3%	2%&2%
O=C1[C@H]2[C@H](C=CC[C@H]2C(=O)N2CCOCC2)CCN1Cc1ccc(Cl)c(Cl)c1	5%	-17%	6%&7%	2%	-5%[9.22 µM]	?	17%	-2%	-6%
O=C(c1cc([N+](=O)[O-])ccc1Cl)N1CCN(c2ccc([N+](=O)[O-])cc2)CC1	-20%	-5%	-2%	?	-12%	?	?	1%	-16%
CCOCCCNCC(=O)Nc1cc(S(=O)(=O)N2CCOCC2)ccc1N1CCOCC1	7%	13%	1%	3%	6%	-10%	0%	6%	2%
O=C(CSc1nccc2ccccc12)N1CCN(Cc2ccc3c(c2)OCO3)CC1	-5%	?	-11%	-14%	-12%	?	6%	17%	-7%
CC1Cc2cc(/C(O)=C3/C(=O)C(=O)N(Cc4ccco4)C3c3cccs3)ccc2O1 (configuration not stated)	2%	-13%	0%	3%	-3%	13%	12%	-12%	-1%
Cc1c(C(c2cccs2)c2c(C)n(C)n(-c3ccccc3)c2=O)c(=O)n(-c2ccccc2)n1C	12%	2%	-4%	25%	-1%	-4%	1%	0%	14%
COc1cccc(NC(=O)CSc2nc3cc(OC)c(OC)cc3c3nc(-c4ccccc4)nn23)c1	·	5%	3%	·	·	?	2%	0%	-1%
CCn1cc([N+](=O)[O-])c(C(=O)Nc2nc(-c3ccc(C)c(C)c3)c(C)s2)n1	10µM*	-7%	5%	?	?	-5%	-4%	-2%	-12%
C/C=C/c1cccc(-c2nc(C(=O)NC3Cc4ccccc4C3)cc3c2[C@@H](CCO)N(C(C)=O)C3)c1	?	-12%	-27%	?	·	?	14%	-3%	-29%
c1ccc(-n2nnnc2Oc2ccc(-c3nnco3)cc2)cc1	17%	16%	2%	4%	-6%	-28%	3%	0%	6%
CC1CN(C(=O)Nc2ccc(C(=O)NCCc3ccc(Cl)cc3)cc2)c2ccccc2S1 (configuration not stated)	·	3%	-2%	·	·	6%	19%	·	-8%
Cc1ccc(Cn2cc(CN3CC(N4CCN(Cc5ccccc5F)CC4)CS3(=O)=O)nn2)cc1 (configuration not stated)	-26%	-9%	?	0%	·	10µM*	21%	0%	12%
Cc1nnsc1C(=O)N1CCC(C(=O)c2ccccc2)CC1	16%	2%	-18%	1%	-10%	11%	-14%	0%	-3%
COc1ccc(CCn2c(C)cc(C(=O)COC(=O)c3ccc(O)cc3O)c2C)cc1	0%	-11%	-28%	-18%	·	?	0%	4%	1%
O=C(COc1ccc(F)cc1)N(Cc1cccs1)C1CCS(=O)(=O)C1 (configuration not stated)	2%	1%	-10%	-1%	-12%	?	-2%	-6%	-4%
COc1ccc(CNC(=O)COC(=O)C2CC3C=CC2C3)cc1 (configuration not stated)	2%	1%	-23%	7%	2%	22%	?	5%	-10%

One compound at a time (already shown).
Fc1ccc(Cn2nnc(-c3ccc(Cl)cc3)n2)cc1 across the screens: HT1080 IDH1KD tx = 24%; GLP1R inv ag = 8%; KB-3-1 cytotox = -10%; HT1080NT lethal = 26%; SW480 rereplic = -2%; KB-V1 MDR tox = 0%; TDP-43 yeast inh = 7%; GLP-1R agonist = 1%; GLP1R cytotox = -6%
C/C=C/c1cccc(-c2nc(C(=O)NC3Cc4ccccc4C3)cc3c2[C@@H](CCO)N(C(C)=O)C3)c1 across the screens: HT1080 IDH1KD tx = ?; GLP1R inv ag = -12%; KB-3-1 cytotox = -27%; HT1080NT lethal = ?; SW480 rereplic = ·; KB-V1 MDR tox = ?; TDP-43 yeast inh = 14%; GLP-1R agonist = -3%; GLP1R cytotox = -29%
